Screening data from PubChem.
E coli WT exp: growth inhibitors of E. coli BW25113 wild type; OD600 absorbance; growth inhibition, % at 100 µM; 98,000 tested, 0.15% active; AID 710;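 active means growth inhibition above about 50% at one test dose, limit read from the data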;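 further: growth measured after 20 h incubation at 37 °C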
PLAP activator: activators of human placental alkaline phosphatase | purified PLAP enzyme, luminescent substrate read-out; hits give high values | activation fold at 20 µM | P05187 | 96,000 tested, 1.2% active; in the data active means activation fold above about 2
Target sequence (P05187 whole entry, looked up): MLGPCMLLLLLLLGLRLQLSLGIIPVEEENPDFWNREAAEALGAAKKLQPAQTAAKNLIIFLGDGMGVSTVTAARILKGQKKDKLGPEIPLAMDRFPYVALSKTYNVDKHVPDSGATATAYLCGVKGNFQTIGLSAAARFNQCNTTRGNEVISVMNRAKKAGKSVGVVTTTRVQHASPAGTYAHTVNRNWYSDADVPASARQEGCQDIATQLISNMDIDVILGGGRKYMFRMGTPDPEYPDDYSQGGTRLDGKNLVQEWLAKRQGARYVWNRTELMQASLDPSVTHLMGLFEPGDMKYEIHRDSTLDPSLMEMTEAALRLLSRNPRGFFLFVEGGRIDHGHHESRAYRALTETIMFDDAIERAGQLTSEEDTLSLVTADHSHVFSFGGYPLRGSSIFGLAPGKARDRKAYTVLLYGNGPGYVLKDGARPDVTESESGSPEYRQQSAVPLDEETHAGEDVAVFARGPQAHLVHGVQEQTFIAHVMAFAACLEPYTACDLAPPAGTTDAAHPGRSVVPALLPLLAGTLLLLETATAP
FAK blocker: blocks human focal adhesion kinase activity; biochemical FAK kinase activity assay; 97,000 tested, 0.84% active; Q05397; inhibition, %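 (tested at 7 µM)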; in the data active means inhibition above about 19%;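 further: 0% = DMSO and 100% = reference compound high control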
Numbers without * were called inactive. An excerpt; the hit share may differ from the screen's.

canonical_smiles	E coli WT exp	PLAP activator	FAK blocker
Cc1cc2cc3c(cc2nc1SCC(=O)Nc1ccccc1)CCC3	-20.0	0.8	0.8
COc1ccc(Cc2c(N)nc(N)nc2N)cc1	15.0	1.1	-5.4
COc1ccc(-c2nc(-c3cccc(C)c3)nc(N3CCN(C)CC3)c2C#N)cc1	-5.0	1	-0.7
O=C(C(Cc1ccccc1)N1C(=O)C2C3CCC(C3)C2C1=O)N1CCCCC1 (stereo not drawn)	-6.0	1.3	-9.4
Cc1ccccc1NC(=O)Cc1c(O)c2ccccc2[nH]c1=O	2.0	0.8	-3.1
CCn1c(C)cc(/C=C2\NC(=O)N(Cc3ccc(Cl)cc3)C2=O)c1C	2.0	1.1	2.9
COC(=O)c1ccc(NC(=S)N2CCN(Cc3ccccc3)CC2)cc1	1.0	1.3	2.4
COc1ccccc1NC(=O)c1nn(-c2cccc(C(F)(F)F)c2)ccc1=O	-10.0	1.1	-1.1
COc1ccc(OCC(=O)N/N=C/c2ccc(O[C@@H]3O[C@H](CO)[C@@H](O)[C@H](O)[C@H]3O)cc2)cc1	3.0	0.9	1.7
CC(C)C1=Nc2cccc3cccc(c23)N1	12.0	1	-2.8
Cc1cc(C)cc(N(C(=O)CNC(=O)c2cccs2)C(C(=O)NC2CCCC2)c2cccnc2)c1 (stereo not drawn)	-11.0	1.4	-0.1
Cc1cccc(C)c1NC(=O)C(c1ccc(Cl)cc1Cl)N1CCCCC1 (stereo not drawn)	-5.0	1.2	-5.8
COc1ccc(CNC(=O)c2cnc(C)cn2)cc1	-5.0	1.2	1.8
CCCCNc1c([N+](=O)[O-])cc(C)cc1[N+](=O)[O-]	6.0	0.7	2.4
FC(F)(F)c1cccc(CON=C2CCN(c3ncc(C(F)(F)F)cc3Cl)CC2)c1	-8.0	0.8	3.4
Cc1nc2ccc(S(=O)(=O)c3ccc4nc(C)[nH]c4c3)cc2[nH]1	8.0	1.3	6.0
Cc1ccc(S(=O)(=O)N(CCCN2CCCC2=O)Cc2cc3c(C)ccc(C)c3[nH]c2=O)cc1	4.0	1.6	-11.9
O=C(N/N=C/c1ccccc1Cl)c1ccc(F)cc1	-4.0	0.9	2.3
CCc1ccc(N(C(=O)Cc2cccs2)C(C(=O)NC2CCCCC2)c2cn(C)nc2C)cc1 (stereo not drawn)	-11.0	1.3	-6.0
CCCCC1=NN2C(=N)CC(=O)N=C2S1	0.0	1	-4.2
Nc1nnnn1/N=C\c1ccc(Cl)c([N+](=O)[O-])c1	-1.0	1	2.6
Cc1ccc(NC(=S)NC(NC(=O)c2ccccc2C)C(Cl)(Cl)Cl)c(C)c1 (stereo not drawn)	-5.0	1	5.2
CCOC(=O)C1=C(NC(=S)NC(=O)c2ccccc2)c2ccccc2CC1(C)C	-18.0	1.1	-4.8
CCOC(=O)c1c(C)nc2c(c1-c1ccccc1)C(=O)CCC2	3.0	0.8	-8.5
Cc1ccc(NC(NC(=O)c2ccccn2)C(Cl)(Cl)Cl)cc1 (stereo not drawn)	11.0	0.9	-4.0

Results in E coli WT exp, for some of the entries so far:
smiles	E coli WT exp
Cc1nc2ccc(S(=O)(=O)c3ccc4nc(C)[nH]c4c3)cc2[nH]1	8.0
Cc1ccc(S(=O)(=O)N(CCCN2CCCC2=O)Cc2cc3c(C)ccc(C)c3[nH]c2=O)cc1	4.0

Remaining list, next part
canonical_smiles	E coli WT exp	PLAP activator	FAK blocker
Cc1ccc(-c2nnc(Nc3ccc4c(c3)nc(C)n4C)c3ccccc23)cc1	0.0	1.3	0.1
O=C(c1cc(Cl)nc2ccccc12)N1CCCCC1	2.0	0.8	-2.0
CN(C)CCCOc1ccc(Cl)cc1Br	9.0	0.9	0.5
O=[N+]([O-])c1cc(/C=N/O)ccc1SCc1ccccc1	-2.0	0.8	-3.3
COc1ccc(C(C(=O)Nc2ccc(F)cc2)N(C(=O)Cn2nnc3ccccc32)C2CC2)cc1 (stereo not drawn)	-6.0	1	-1.0
CC(C)NC(=O)CC(=O)N/N=C/c1ccccc1F	-18.0	1	-9.3
Fc1ccc(NC(=S)NCCc2ccccc2)c(F)c1F	21.0	0.7	5.3
CC(=O)c1ccc(Oc2ccc(C(C)=O)cc2)cc1	4.0	1.1	-1.5
Cc1cc(C(=O)N2CCC(Cc3ccccc3)CC2)ccc1[N+](=O)[O-]	0.0	1.5	1.1
CC(=O)NC1(C(Cl)(Cl)Cl)Oc2ccccc2O1	1.0	1	-0.4
O=C(Nc1ccccc1)N(Cc1ccccc1)CC(O)C(F)(F)F (stereo not drawn)	-3.0	0.9	-4.0
Cc1ccc(OCC(=O)NNC(=O)C2CCN(c3nccc(C)n3)CC2)cc1	0.0	2.5*	8.4
O=C(Nc1ccccc1)c1cc(-c2ccccc2Cl)no1	-3.0	0.9	-3.2
COC(=O)c1c(C)oc2ccc(N(C(=O)c3ccncc3)S(=O)(=O)c3ccccc3)cc12	0.0	1.4	11.1
COc1ccc(/C=C2/SC(=S)N(CCC(=O)O)C2=O)cc1	-15.0	1.2	-1.1
O=C(N/N=C/c1ccc(OC(=O)c2ccccc2)cc1)c1ccc(CN2CCOCC2)cc1	-2.0	1.4	5.1
O=S(=O)(N/N=C/c1c(F)cccc1Cl)c1ccccc1	-3.0	1.3	1.7
Cc1ccc(C(=O)N/N=C\c2ccc[nH]2)cc1[N+](=O)[O-]	-4.0	1.1	0.8
CC(C)NC(=O)c1ccccc1NC(=O)Cc1ccc(Cl)cc1	-1.0	0.9	-4.3
Cc1ccc(C(=O)NCC2(c3ccccc3)CCCC2)cc1	0.0	0.8	0.3
CCOc1ccccc1N1CCN(C(=O)Nc2ccc(Cl)c(Cl)c2)CC1	-11.0	1.5	-11.5
O=C(c1ccc(Cl)cc1)c1cnc(-c2ccccc2)s1	-10.0	0.9	1.2
O=C(/C=C/c1cccc([N+](=O)[O-])c1)NCc1cccnc1	8.0	0.8	1.3
Cc1ccccc1OCC(=O)NCC(=O)OCC(=O)c1ccc2ccccc2c1	1.0	0.9	-3.0
CC(=O)c1c(C(C)=O)c(C)n(-c2ccc(C)c(NC(=O)c3ccccc3Cl)c2)c1C	1.0	1.3	3.4

Ordered by SMILES length (ascending): 3 of the compounds above.
canonical_smiles	E coli WT exp	PLAP activator	FAK blocker
CC(C)NC(=O)c1ccccc1NC(=O)Cc1ccc(Cl)cc1	-1.0	0.9	-4.3
CCOc1ccccc1N1CCN(C(=O)Nc2ccc(Cl)c(Cl)c2)CC1	-11.0	1.5	-11.5
Cc1ccc(OCC(=O)NNC(=O)C2CCN(c3nccc(C)n3)CC2)cc1	0.0	2.5*	8.4

Back to the main list, repeating the 3 entries before the break.
canonical_smiles	E coli WT exp	PLAP activator	FAK blocker
O=C(/C=C/c1cccc([N+](=O)[O-])c1)NCc1cccnc1	8.0	0.8	1.3
Cc1ccccc1OCC(=O)NCC(=O)OCC(=O)c1ccc2ccccc2c1	1.0	0.9	-3.0
CC(=O)c1c(C(C)=O)c(C)n(-c2ccc(C)c(NC(=O)c3ccccc3Cl)c2)c1C	1.0	1.3	3.4
Cc1ccc([N+](=O)[O-])cc1NC(=O)CN1CCCCC1	0.0	0.9	1.7
COc1cc(O)oc1C=Nc1ccccc1	-4.0	1.2	2.8
CC/C(=N\NC(=O)c1csc(C)c1C)c1cccs1	-5.0	0.8	-3.5
O=C(NNS(=O)(=O)c1ccc(Cl)cc1)NC1CCCCC1	-3.0	1	-1.7
C/C(=N\n1c(C)cc(C)c(C#N)c1=O)c1cccs1	8.0	0.9	-1.3
COc1ccc(Cn2cnc3c([N+](=O)[O-])c(C)c(C)cc32)cc1	-2.0	0.9	4.9
Cn1c(C(N)=O)cnc1Sc1ncc(C(F)(F)F)cc1Cl	1.0	0.9	-1.2
CN(/C(=N\S(=O)(=O)c1ccccc1)C(F)(F)F)c1ccccc1	5.0	1	9.9
O=C(NCc1ccccc1)C(c1cccs1)N(Cc1cccs1)C(=O)c1cnccn1 (stereo not drawn)	5.0	1.1	2.5
CCOc1ccccc1N1CN(CC)CNC1=S	-3.0	1.1	1.0
CCCCOC1(c2ccccc2)OC(=O)c2ccccc21 (stereo not drawn)	6.0	0.7	1.1
CCOC(=O)c1ccc2c(c1)n(CC)c(/C=C/Nc1ccccc1)[n+]2CC	2.0	0.7	-7.7
CC(=O)Nc1ccc(C(=O)NNC(=O)CCc2ccccc2)cc1	13.0	1.5	-2.3
O=C1c2ccccc2C(=O)c2c(NCc3cccnc3)cccc21	1.0	1	27.7*
COC(=O)CCC(=O)NNC(=O)c1cccc(Cl)c1	5.0	0.9	0.1
Cc1[nH]c(=O)[nH]c(=O)c1S(=O)(=O)N1CCCC1	-2.0	0.8	-1.9
CN1C(=O)/C(=C/c2ccccc2OCc2ccccc2F)NC1=S	-5.0	1	21.1*
Cc1cc(C)n2nc(C(=O)NC(C)(C)C)nc2n1	4.0	0.9	-2.0
COc1ccc(OCC(=O)Nc2sc3c(c2C(=O)NCC2CCCO2)CCC3)cc1 (stereo not drawn)	-4.0	1	4.6
CCOC(=O)c1c(-c2ccc(C)cc2)cn2ccccc12	-3.0	0.9	6.4
Cc1cccc(NC(=O)C2(c3ccccc3)CC2(Cl)Cl)c1 (stereo not drawn)	2.0	1	5.4
O=C(c1cnccn1)N1CCN(c2ccccc2)CC1	4.0	0.8	-4.5
COc1ccc(CC(=S)N2CCOCC2)cc1OC	-3.0	0.9	-1.4
CCOC(=O)C(NCc1ccco1)(NC(=O)c1ccc(OC)cc1)C(F)(F)F (stereo not drawn)	-2.0	0.9	2.3
O=C(Nc1ccc(Oc2cccnc2)cc1)c1ccccc1F	0.0	0.9	2.9
CCCCN1C2=C(C(=O)CCC2)C(c2ccc(Cl)c(Cl)c2)C2=C1c1ccccc1C2=O (stereo not drawn)	-18.0	1.1	8.3
CCS(=O)(=O)c1ccc(O)c(NC(=O)COc2ccccc2)c1	5.0	0.9	-1.2
Cc1ccc(C)c(SCc2noc(C(=O)NC(C)C)c2C(=O)O)c1	-6.0	1	-5.6
O=C(NC(=S)Nc1nc(-c2ccc(Br)cc2)cs1)c1cccnc1	-8.0	1	-11.6
O=C(/C=C/c1ccc(Cl)cc1)N1CCN(c2ccc(Cl)cc2[N+](=O)[O-])CC1	-22.0	1.1	1.0
Cc1ccc(-c2ncccc2OC(=O)C23CC4CC(CC(C4)C2)C3)cc1	-14.0	0.9	2.2
O=S(=O)(c1ccccc1)N1N=C(c2cccs2)CC1c1ccc(Br)cc1 (stereo not drawn)	-19.0	0.9	6.3
N#Cc1c(-c2ccccc2)c(-c2ccccc2)nn(CC(=O)NNC(=O)Nc2ccccc2)c1=O	3.0	1.8	8.2
O=C(NNc1nc(-c2ccccc2)cs1)c1ccccc1	15.0	1.8	6.5
CCCCNC(=O)c1onc(CSc2ccc(F)cc2)c1C(=O)O	-2.0	1	-4.1
COc1ccc(C(=O)Nc2cc(OCc3ccccc3)c(Cl)cc2Cl)cc1	-13.0	0.8	-1.8
O=C(Nc1cc(Sc2ccccn2)cc([N+](=O)[O-])c1)c1ccc(Cl)cc1	-2.0	0.6	-1.7
CC(C)OP(=O)(OC(C)C)C1(O)C(=O)Nc2ccc(Br)cc21 (stereo not drawn)	6.0	1	3.6
C=CCNc1cnn(-c2ccc(C)cc2)c(=O)c1Cl	7.0	1	-6.2
Clc1ccc(-c2cc3ccccc3[nH]2)cc1	-3.0	0.6	-0.4
COc1ccc([N+](=O)[O-])cc1/C=N/NC(=O)/C(=C\c1cccs1)NC(=O)c1ccccc1	-12.0	0.9	-5.7
Cc1ccc(Nc2nc(-c3sc(NC(=O)c4cccc(Cl)c4)nc3C)cs2)cc1	-16.0	1.3	-0.3
Cc1nn(C)c(Oc2cccc(Cl)c2)c1C(=O)Nc1ccc(F)cc1F	-4.0	1	0.6
Cc1ccccc1OCC(=O)NNC(=O)Nc1ccc(Cl)cc1	-11.0	1.1	0.9
CC(C)C(=O)Nc1ccc(-c2csc(-c3ccccc3)n2)cc1	-11.0	0.9	-4.2
CC1=C(C#N)C(NC(=O)c2ccc(C)cc2)(C(F)(F)F)C(=O)N1 (stereo not drawn)	0.0	0.9	-4.6
O=C(CCC(=O)NNC(=O)COc1ccccc1)NCc1ccccc1	0.0	1.4	-1.6
Cc1ccc(NC(=O)c2cc(Cl)nc3ccccc23)cc1	-8.0	0.9	-0.9
CCOC(=O)N/N=C/c1ccccc1F	7.0	0.9	2.3
Cc1ccc2sc3ccc(NC(=O)c4ccccc4Cl)cc3c(=O)c2c1	-21.0	0.9	4.3
O=C(Nc1cc(C(F)(F)F)cc(C(F)(F)F)c1)c1ccc(Cn2cc(C(F)(F)F)ccc2=O)cc1	4.0	1	3.8
C=CCSc1nc(N(CC)CC)c2sccc2n1	11.0	0.9	13.9
